# Source: PubChem (several laboratories)
# VLA-4 inh: inhibition in a human VLA-4 binding assay | P13612 | VLA-4 expressing cells, ligand binding flow cytometry | inhibition, % (about 7 µM as worked out from the volumes in the protocol) | actives 0.2% (n = 330,000) | AID 2557; in the data active = inhibition above about 50%
# Fam108B inh: Fam108B inhibition, counter-screen for RBBP9 inhibitors; actives 0.33% (n = 300,000); inhibition, % at 9.51 µM; recombinant Fam108B, FP-Rh probe fluorescence polarization;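 active = inhibition above the screen mean inhibition plus 3 SD, computed separately per campaign, cut at about 18% in these data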;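 also: inhibitors lower polarization as less probe binds the enzyme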
# MEX-5 binding: C. elegans MEX-5 TCR-2 RNA binding activity; activity score (negative = inhibition of binding), % at 10 µM; AID 1832; actives 0.38% (n = 300,000); MEX-5/FITC-TCR2 RNA binding, fluorescence polarization; stronger effect = lower value; Q9XUB2;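 active = inhibition past about -25% in most replicates, and total fluorescence under double the plate's negative control median, limit read from the data; inconclusive = replicates evenly split on the limit, or fluorescence at least double controls; inactive = too little inhibition in most replicates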;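 also: 0% = DMSO and -100% = 5 µM competing unlabeled TCR2 RNA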
# Target sequence (Q9XUB2 whole entry, looked up): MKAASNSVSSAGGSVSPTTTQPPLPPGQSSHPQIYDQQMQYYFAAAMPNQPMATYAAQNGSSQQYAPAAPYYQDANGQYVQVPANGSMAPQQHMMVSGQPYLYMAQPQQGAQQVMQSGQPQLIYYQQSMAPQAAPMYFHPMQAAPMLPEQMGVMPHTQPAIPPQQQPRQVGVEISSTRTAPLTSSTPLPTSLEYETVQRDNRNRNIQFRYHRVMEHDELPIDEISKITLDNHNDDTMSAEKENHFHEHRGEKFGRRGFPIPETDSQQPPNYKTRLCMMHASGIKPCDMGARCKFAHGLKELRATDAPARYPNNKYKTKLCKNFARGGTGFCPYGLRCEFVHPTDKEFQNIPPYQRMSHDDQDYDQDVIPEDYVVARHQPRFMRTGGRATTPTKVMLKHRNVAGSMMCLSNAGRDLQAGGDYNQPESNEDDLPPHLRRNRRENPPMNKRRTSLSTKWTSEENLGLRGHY
# PME-1 primary: blocks human protein phosphatase methylesterase 1; actives 0.53% (n = 320,000); recombinant PME-1, FP-Rh probe fluorescence polarization; inhibition, % at 5.9 µM; Q9Y570;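 active = inhibition above the campaign mean of all compounds plus 3 SD, cut at about 26% in these data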;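 also: competitive labeling of PME-1 active site by serine hydrolase directed probe; 0% = PME-1 with DMSO and 100% = wells lacking PME-1 enzyme; inhibitors block probe labeling so polarization falls and inhibition rises; many of its hits are not listed in these tables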
# Efflux pump mplx: blocks antifungal efflux pumps in multiplex yeast assay. S. cerevisiae Candida pump triplex, Nile Red efflux. inhibition, % at 10 µM. actives 0.44% (n = 330,000);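 active = plate passing quality check with inhibition over a set limit, or well fluorescence over plate mean plus 4 SD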;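 also: Nile Red retained in pooled yeast measured as flow cytometry median fluorescence; 0% = buffer negative control and 100% = Enniatin B positive control; higher means more Nile Red kept so more efflux inhibition; some compounds called inactive have numbers as strong as hits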
# GRK2 aptamer HTS: human GRK2 inhibition via aptamer displacement | inhibition of aptamer binding, % at 10 µM | P25098 | AID 488847 | actives 0.59% (n = 330,000) | bead flow cytometry, FAM-aptamer displacement from GRK2;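 active = inhibition of aptamer binding above 40%, roughly 3 SD of noise, on plates passing a quality check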;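 also: median bead fluorescence of bound FAM aptamer so fluorescent compounds give negative values; no value below 0 was filed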
# GLD-1 RNA inh: GLD-1-TGE RNA interaction inhibition (C. elegans); purified GLD-1 + fluorescein TGE RNA, fluorescence polarization; inhibition, % at 5.96 µM; actives 0.44% (n = 320,000); AID 2280;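 active = percent inhibition above a per-plate cutoff, the plate mean of test compounds plus 3 SD, cut at about 30% in these data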;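 also: 0% = DMSO wells with GLD-1 and probe and 100% = wells lacking GLD-1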
# Target sequence (Q17339 whole entry, looked up): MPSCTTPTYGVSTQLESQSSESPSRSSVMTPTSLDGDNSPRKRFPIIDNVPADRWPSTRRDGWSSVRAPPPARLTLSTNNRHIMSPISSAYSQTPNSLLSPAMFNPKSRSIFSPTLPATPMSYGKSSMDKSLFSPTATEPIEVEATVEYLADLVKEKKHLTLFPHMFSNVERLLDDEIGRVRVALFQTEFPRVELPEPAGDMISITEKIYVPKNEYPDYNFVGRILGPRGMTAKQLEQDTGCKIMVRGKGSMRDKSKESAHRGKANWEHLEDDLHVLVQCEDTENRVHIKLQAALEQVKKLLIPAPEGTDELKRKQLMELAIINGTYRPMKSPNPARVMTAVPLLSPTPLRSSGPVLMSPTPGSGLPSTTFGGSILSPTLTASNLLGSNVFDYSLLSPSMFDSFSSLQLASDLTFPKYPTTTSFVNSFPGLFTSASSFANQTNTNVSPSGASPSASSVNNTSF
# Bcl-xL primary: Bcl-xL (human) inhibition; Q07817; GST-Bcl-xL / FITC-Bim BH3 peptide fluorescence polarization; inhibition, % at 10.9 µM; actives 0.7% (n = 320,000); AID 2129;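 active = inhibition above the mean of all tested compounds plus 3 SD, cutoff set per campaign, cut at about 30% in these data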;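 also: 0% = DMSO wells and 100% = unlabeled Bim-BH3 peptide competitor; inhibitors lower millipolarization by displacing the labeled peptide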
# MCL1 BIM primary: disrupts human MCL1 binding to BIM-BH3 peptide. GST-MCL1 / FITC-Bim-BH3 fluorescence polarization. inhibition, % at 10.9 µM. Q07820. actives 0.68% (n = 320,000). AID 2057;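 active = inhibition above the mean inhibition of all tested compounds plus 3 SD, set per campaign, cut at about 40% in these data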;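 also: 0% = DMSO wells and 100% = unlabeled Bim-BH3 peptide control; higher means more loss of mP so more displacement of Bim peptide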
# An asterisk follows results filed as active; u = inconclusive; x = no result given.
# Values run as follows: VLA-4 inh	Fam108B inh	MEX-5 binding	PME-1 primary	Efflux pump mplx	GRK2 aptamer HTS	GLD-1 RNA inh	Bcl-xL primary	MCL1 BIM primary
[1] CC(=O)N1CC(=O)Nc2ccc(Br)cc2C1c1ccc(F)cc1 (centres undefined)
    4.6	-3.1	0.6	-1.5	0.1	0.0	-3.2	-1.5	-2.5
[2] C[C@]12CC[C@H](O)CC1=CC(=O)C1C2CC[C@]2(C)C(=O)CCC12 (some centres undefined)
    0.8	x	x	x	-0.1	1.0	-1.8	x	x
[3] Cc1cc(Oc2ccc(C(F)(F)F)cc2[N+](=O)[O-])c2c3c(c(=O)oc2c1)CCC3
    9.0	-1.8	0.3	3.1	0.0	0.0	0.8	2.7	-0.9
[4] CN(C(=O)CN1CC=C(c2ccccc2)CC1)c1c(N)n(Cc2ccccc2)c(=O)[nH]c1=O
    -6.4	0.8	-3.1	2.7	0.1	0.0	1.4	-6.7	-12.4
[5] COC(=O)C1=C(c2ccc(F)cc2F)C[C@@H]2CC[C@H]1N2C(=O)NCCNC(C)=O
    3.2	x	x	1.3	0.1	7.0	2.8	4.6	2.5
[6] Cc1c(Cl)cccc1N1C(=O)NC(=O)/C(=C\c2cc(C)n(-c3cccc(C(=O)O)c3C)c2C)C1=O
    23.8	-2.2	-2.9	-3.2	0.0	11.0	-9.1	-2.5	-7.8
[7] COC(=O)C1=C(c2ccc(OC(F)(F)F)cc2)C[C@@H]2CC[C@H]1N2C(=O)NCCOc1ccccc1
    12.4	x	x	3.5	0.0	0.0	-1.2	2.2	1.5
[8] O=C(NCc1cccnc1)Nc1ccc([N+](=O)[O-])cc1
    -5.4	-4.4	5.9	-1.0	-0.2	0.0	-0.4	5.8	4.9
[9] CN1[C@@H]2CC[C@H]1CC(OC1c3ccccc3CCc3ccccc31)C2 (some centres undefined)
    32.4	2.5	x	4.7	0.0	0.0	-0.9	0.2	4.0
[10] Fc1ccccc1CNCCc1ccc2c(c1)OCO2
    13.3	-2.3	-1.5	0.8	-0.1	0.0	1.0	5.4	3.6
[11] CCOP(=S)(OCC)SCCSCC
    11.4	x	x	-1.1	-0.1	1.0	2.5	4.2	-5.7
[12] Clc1cccc(Cl)c1C1N2CCCN12 (centres undefined)
    5.9	-1.9	1.8	-1.3	0.2	1.0	-8.8	-6.5	-1.4
[13] COc1ccc(-c2nn(CCC#N)cc2C(=O)Nc2ccccc2)cc1OC
    14.7	3.4	-1.7	1.8	0.0	1.0	5.7	4.0	-3.2
[14] CCOC(=O)C1CCN(/C=C2/C(=O)NC(=S)N(c3ccccc3F)C2=O)CC1
    7.5	0.2	-1.2	-1.4	-0.1	4.0	1.0	3.7	5.5
[15] O=C1C(Cc2cnc[nH]2)NC(=S)N1c1ccccc1 (centres undefined)
    5.3	x	1.4	x	0.0	2.0	x	x	x
[16] COc1ccc(C(O)CNC(C)C)c(F)c1OC (centres undefined)
    9.4	3.2	0.4	-0.3	-0.1	0.0	-5.4	5.1	1.2
[17] CC(=O)Nc1ccccc1C(=O)OCC(=O)c1ccccc1Cl
    8.2	0.8	0.3	4.1	-0.1	0.0	3.5	-0.6	-10.0
[18] CN1CCN(C(=O)COc2ccc3ccccc3c2)CC1
    3.0	0.6	-1.0	-8.4	0.0	2.0	6.7	0.8	5.3
[19] COc1ccc(-c2nc3ccccc3c(=O)o2)cc1
    -3.4	-3.8	1.5	-2.3	0.0	0.0	-5.6	2.7	3.4
[20] O=C(Cn1nc(-c2ccc(Cl)cc2)ccc1=O)N1CCC2(CC1)OCCO2
    10.5	-4.8	-0.8	2.7	-0.1	6.0	-1.1	2.3	2.5

# Of the compounds above, these contain sulfur.
# Values run as follows: VLA-4 inh	Fam108B inh	MEX-5 binding	PME-1 primary	Efflux pump mplx	GRK2 aptamer HTS	GLD-1 RNA inh	Bcl-xL primary	MCL1 BIM primary
[11] CCOP(=S)(OCC)SCCSCC
    11.4	x	x	-1.1	-0.1	1.0	2.5	4.2	-5.7
[14] CCOC(=O)C1CCN(/C=C2/C(=O)NC(=S)N(c3ccccc3F)C2=O)CC1
    7.5	0.2	-1.2	-1.4	-0.1	4.0	1.0	3.7	5.5
[15] O=C1C(Cc2cnc[nH]2)NC(=S)N1c1ccccc1 (centres undefined)
    5.3	x	1.4	x	0.0	2.0	x	x	x

# (cont.)
# Values run as follows: VLA-4 inh	Fam108B inh	MEX-5 binding	PME-1 primary	Efflux pump mplx	GRK2 aptamer HTS	GLD-1 RNA inh	Bcl-xL primary	MCL1 BIM primary
[21] Cc1cc(OC(C)C(=O)NCc2ccncc2)c2c3c(c(=O)oc2c1)CCC3 (centres undefined)
    15.5	1.2	0.8	2.5	-0.1	0.0	4.8	-1.1	-4.1
[22] COC(=O)C1=C(c2cccc(OC)c2OC)C[C@@H]2CC[C@H]1N2C(=O)N1CCCC1
    21.1	0.1	-0.4	-1.4	0.0	0.0	-1.9	-0.4	-0.1
[23] CC1(C(O)(C#CCN2CCCCC2)c2ccccc2)CCCC1 (centres undefined)
    12.0	2.5	-1.2	-2.1	0.2	0.0	6.2	-4.7	-1.6
[24] Cc1ccc(OP(=O)(O)Oc2ccc(C)cc2)cc1
    -0.3	-0.6	2.7	-0.3	0.2	0.0	7.3	2.5	-4.3
[25] Cc1cccc(N2C(=O)/C(=C/c3ccc(N4CCN(C)CC4)o3)C(=O)NC2=S)c1C
    -6.8	-24.1	u	-22.4	-3.8	11.0	-36.7	-33.0	-76.2
[26] Cc1cccc(OP(=O)(Oc2cccc(C)c2)OC(c2ccccc2)C(F)(F)F)c1 (centres undefined)
    2.9	-4.7	0.9	1.2	1.0	1.0	8.1	1.3	2.0
[27] O=c1[nH]c(=S)n(CCC2=CCCCC2)c(O)c1/C=N/Nc1ccccc1
    24.4	5.8	-1.6	-7.1	0.1	0.0	-3.8	-6.3	-0.5
[28] O=C1NC(=O)N(CCNc2ncc(C(F)(F)F)cc2Cl)C(=O)C1Cc1ccc(Cl)cc1 (centres undefined)
    12.4	4.0	-0.4	1.0	0.0	0.0	-8.4	-0.4	7.3
[29] O=C(c1cccnc1)c1cc2ccccc2[nH]1
    20.0	1.1	-1.6	1.0	0.2	0.0	-9.0	-1.8	-5.3
[30] CCOc1ccccc1CNCCc1ccc2c(c1)OCO2
    19.5	-1.8	-0.2	10.9	0.1	0.0	2.0	4.0	5.3
[31] COc1cc(OC)cc(C2(C#N)CCN(C)CC2)c1
    -23.9	-1.7	1.8	6.4	-0.1	0.0	1.3	4.6	3.4
[32] CC(Cc1ccccc1)NC(=O)CCCCC(=O)NC(C)Cc1ccccc1 (centres undefined)
    -15.3	3.7	-3.0	-4.4	-0.1	0.0	3.2	5.7	-0.7
[33] CC1(C)C2([N+](=O)[O-])CN3CC1([N+](=O)[O-])CN(C2)C3c1cccnc1 (centres undefined)
    19.4	-1.1	1.6	-5.4	-0.1	1.0	2.2	-1.7	-3.0
[34] Cc1nc2cc(C(=O)N3CCC4(CC3)OCCO4)ccc2n1-c1cccc(F)c1
    7.6	0.2	-2.6	-4.5	-0.1	2.0	5.1	-0.6	-5.7
[35] NP(=O)(OCCCCc1ccccc1)Oc1ccccc1Cl (centres undefined)
    11.3	-3.1	-1.2	41.4*	-0.1	0.0	3.3	2.5	6.1
[36] COC(=O)c1ccc(N=C(c2ccccc2)c2c(O)n(C)c(=O)n(C)c2=O)cc1
    6.8	-1.0	-1.0	1.2	0.1	0.0	2.7	8.8	9.3
[37] COc1ccc(N2CC2c2ccncc2)cc1 (centres undefined)
    4.4	-0.5	-3.3	2.7	0.0	6.0	0.0	-1.9	-6.2
[38] C[C@]12CCC(=O)C=C1C=CC1C2CC[C@]2(C)C(=O)CCC12 (some centres undefined)
    4.2	x	x	x	0.0	12.0	3.6	x	x
[39] O=C1NC(=O)C(CCc2ccncc2)(CCc2ccncc2)C(=O)N1C1CCCCC1
    5.6	4.7	0.2	-0.7	1.0*	0.0	-6.3	3.4	2.0
[40] CCOc1ccc(N2C(=O)NC(=O)/C(=C\c3cc(OC)c(OC)cc3[N+](=O)[O-])C2=O)cc1
    4.9	-3.8	0.9	0.1	-0.2	0.0	-2.6	15.0	19.1

# Part of the list above in order of molar mass, low to high.
# Values run as follows: VLA-4 inh	Fam108B inh	MEX-5 binding	PME-1 primary	Efflux pump mplx	GRK2 aptamer HTS	GLD-1 RNA inh	Bcl-xL primary	MCL1 BIM primary
[12] Clc1cccc(Cl)c1C1N2CCCN12 (centres undefined)
    5.9	-1.9	1.8	-1.3	0.2	1.0	-8.8	-6.5	-1.4
[30] CCOc1ccccc1CNCCc1ccc2c(c1)OCO2
    19.5	-1.8	-0.2	10.9	0.1	0.0	2.0	4.0	5.3
[9] CN1[C@@H]2CC[C@H]1CC(OC1c3ccccc3CCc3ccccc31)C2 (some centres undefined)
    32.4	2.5	x	4.7	0.0	0.0	-0.9	0.2	4.0
[22] COC(=O)C1=C(c2cccc(OC)c2OC)C[C@@H]2CC[C@H]1N2C(=O)N1CCCC1
    21.1	0.1	-0.4	-1.4	0.0	0.0	-1.9	-0.4	-0.1
[4] CN(C(=O)CN1CC=C(c2ccccc2)CC1)c1c(N)n(Cc2ccccc2)c(=O)[nH]c1=O
    -6.4	0.8	-3.1	2.7	0.1	0.0	1.4	-6.7	-12.4

# Next records:
# Values run as follows: VLA-4 inh	Fam108B inh	MEX-5 binding	PME-1 primary	Efflux pump mplx	GRK2 aptamer HTS	GLD-1 RNA inh	Bcl-xL primary	MCL1 BIM primary
[41] CCN1CCN(C(=O)COc2ccc(S(=O)(=O)NC(C)C)cc2)CC1
    -1.3	3.7	-1.9	0.7	0.0	0.0	0.9	0.2	3.5
[42] O=c1c2ccccc2nc(N2CCCC2)n1-c1ccc(Cl)cc1
    6.7	-7.8	-1.1	2.0	-0.1	0.0	-4.7	2.3	4.0
[43] O=c1[nH]c(=O)n(-c2cccc3ccccc23)c(O)c1/C=N/N1CCCCC1
    -3.1	-1.4	0.0	-3.5	0.2	2.0	3.5	-0.1	-4.5
[44] Cc1nc2ccc(N3CCN(C)CC3)cc2nc1C
    -2.3	-2.0	u	1.6	0.0	1.0	7.3	14.8	8.6
[45] Fc1ccccc1CCNCc1cccc(Cl)c1Cl
    15.1	-6.6	-0.2	1.1	0.0	0.0	2.9	4.2	1.4
[46] CC(Cc1ccccc1)N1Cc2ccccc2C1 (centres undefined)
    3.6	0.7	1.5	-5.5	-0.1	1.0	0.6	-0.6	-8.4
[47] CC1CC(NC(=O)C2C3CCC(O3)C2C(=O)O)CC(C)(C)C1 (centres undefined)
    0.3	-2.5	-0.2	3.5	0.1	0.0	8.4	3.6	3.7

# Not all compounds are listed; rates above refer to the full screens.
